TR SRC2 fluor cs: Texas Red fluorescence interference in TRb-SRC2 counter-screen. TRb/SRC2 Texas Red total fluorescence interference. Potency, µM (titrated, usually from 106 µM), for inactives: top-dose fluorescence change, negative = quenching. actives 0.29% (n = 280,000). AID 1479; active = well fitted curve in either direction with a large enough effect; inconclusive = small, poorly fitted or top-dose-only effect; also: % is scaled to controls: 0 for no effect and ±100 for the full control effect
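Human TRb ligand-binding domain at 0.6 uM with 20 nM Texas Red SRC2 peptide in Tris buffer containing 1 uM T3 and 5% DMSO, incubated with compound 5 h at ambient temperature. Total fluorescence (555/632 nm) calculated as parallel + 2 × perpendicular.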
GoLoco inh red: blocks human Gai1 binding to RGS12 GoLoco peptide, red readout | P63096 | Gai1:RGS12 GoLoco peptide FP, rhodamine, 10 min | Potency, µM (highest dose often 61.6 µM), without a hit: top-dose activity, negative = inhibition, actives largely listed as inhibitors | actives 0.44% (n = 230,000) | AID 880; active = well fitted inhibition curve with a large enough effect, not every such curve was filed as active; inactive = no such curve, though single readings can be large or run the other way; also: % is scaled to controls: 0 for no effect and ±100 for the full control effect; nearly all actives have a fitted effect of over 30% in size; many of its hits are not listed in these tables
Target sequence (P63096 whole entry, looked up): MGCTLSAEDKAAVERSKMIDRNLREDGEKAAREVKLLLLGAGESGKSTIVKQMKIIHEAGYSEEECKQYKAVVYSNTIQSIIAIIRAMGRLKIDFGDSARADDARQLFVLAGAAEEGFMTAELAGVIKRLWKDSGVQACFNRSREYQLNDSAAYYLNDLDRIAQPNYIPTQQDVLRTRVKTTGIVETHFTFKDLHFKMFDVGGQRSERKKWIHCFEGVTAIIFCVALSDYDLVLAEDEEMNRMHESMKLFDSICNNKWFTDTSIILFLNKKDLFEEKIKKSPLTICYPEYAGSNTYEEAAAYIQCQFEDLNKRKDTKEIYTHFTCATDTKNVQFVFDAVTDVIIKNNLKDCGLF
TRb SRC2 PPI: TRbeta-SRC2 interaction inhibition; TRbeta-SRC2 peptide binding, fluorescence polarization; receptor liganded with 1 µM T3; Potency, µM (doses to about 106 µM), for inactives: at the top dose activity change, negative = inhibition, actives largely listed as inhibitors; actives 0.065% (n = 280,000);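 also: plate controls were bound peptide for no effect and peptide without receptor for full effect; nearly all actives have a fitted effect of over 50% in size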
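Fluorescence polarization of 20 nM Texas Red SRC2 peptide (20-aa NR interaction domain) bound to 0.6 uM human TRb ligand-binding domain, with 1 uM T3, after 5 hr at ambient temperature; inhibition seen as decreased polarization.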
ALDH1A1 inh: ALDH1A1 (human) enzyme inhibition; P00352; AID 1030; Potency, µM (highest dose often 75.3 µM), without a hit: at the highest dose activity, negative = inhibition, actives largely listed as inhibitors; actives 7.3% (n = 220,000); Purified ALDH1A1, NADH fluorescence, propionaldehyde substrate; active = well fitted inhibition curve with a large enough effect, not every such curve was filed as active; inconclusive = small, poorly fitted or top-dose-only effect, or another doubt; inactive = no such curve, though single readings can be large or run the other way;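 also: plate controls were no enzyme wells and a reference inhibitor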
Lamin A splicing: modulators of lamin A splicing | HeLa LMNA splicing GFP/RFP minigene ratio, 48 h | Potency, µM (top dose mostly 46.1 µM), inactives show at the highest dose ratio change, negative = inhibition, actives largely listed as inhibitors | actives 0.01% (n = 200,000) | AID 1487; active = well fitted inhibition curve with a large enough effect in the signal ratio, with a control signal flat, not every such curve was filed as active; inconclusive = small, poorly fitted or top-dose-only effect, or effect the other way, or a change in a side signal; the % refers to the signal ratio; also: % is scaled to controls: 0 for no effect and ±100 for the full control effect
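Read-out is the ratio of GFP to DsRed2 object intensity, acquired by 488 nm laser-scanning cytometry on HeLa lamin A-EGFP minigene reporter cells. Compound incubation 48 hrs at 37 °C in Opti-MEM with 2% FBS; DMSO 0.5% final.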
RECQ1 inh: RECQ1 (human) helicase inhibition; actives 0.54% (n = 240,000); Potency, µM (top dose mostly 57.3 µM), for inactives: at the highest dose activity, negative = inhibition, actives largely listed as inhibitors; RECQ1 DNA unwinding, red fluorescence kinetic read; AID 2549;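 also: plate controls were vehicle for no effect and no enzyme for full effect; nearly all actives have a fitted effect of over 30% in size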
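50 nM RECQ1T1 preincubated 15 min with compound in Tris pH 8.0 buffer with MgCl2, DTT, Tween-20 and 2.5 ug/ml poly(dI-dC); started with 200 nM TAMRA/BHQ-2 forked duplex and 2 mM ATP. Unwinding read as fluorescence (525/598 nm), two reads 2 h apart.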
SMN2 splice enh: SMN2 splice variant enhancement; Potency, µM (series often up to 46.1 µM), without a hit: at the top dose activity change, positive = activation, most hits filed as activators; HEK293 SMN2-luciferase splicing reporter, luminescence, 30-36 h; AID 1458; actives 2.8% (n = 210,000); also: % of control where 0% means no effect; nearly all actives have a fitted effect of over 55% in size
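HEK293 cells carry an SMN2 […]–luciferase reporter in which exon 7 inclusion puts luciferase in frame. Cells were plated 10-12 h before compound addition, then incubated 30-36 h at 37C. ONE-Glo luminescence was read; sodium butyrate at 4.5 mM final served as control.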
KDM4E inh: JMJD2E (human) inhibition; B2RXH2; JMJD2E catalytic domain, FDH-coupled NADH fluorescence (FDH is formaldehyde dehydrogenase); Potency, µM (titrated, usually from 57.1 µM), for inactives: top-dose activity change, negative = inhibition, most hits filed as inhibitors; actives 1.6% (n = 230,000); AID 2147; active = well fitted inhibition curve with a large enough effect, not every such curve was filed as active; inconclusive = small, poorly fitted or top-dose-only effect, or another doubt; inactive = no such curve, though single readings can be large or run the other way;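 also: 0% = wells with enzyme and -100% = buffer wells without enzyme; nearly all actives have a fitted effect of over 50% in size; many of its hits are not listed in these tables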
Target sequence (B2RXH2 1-337 limits assumed): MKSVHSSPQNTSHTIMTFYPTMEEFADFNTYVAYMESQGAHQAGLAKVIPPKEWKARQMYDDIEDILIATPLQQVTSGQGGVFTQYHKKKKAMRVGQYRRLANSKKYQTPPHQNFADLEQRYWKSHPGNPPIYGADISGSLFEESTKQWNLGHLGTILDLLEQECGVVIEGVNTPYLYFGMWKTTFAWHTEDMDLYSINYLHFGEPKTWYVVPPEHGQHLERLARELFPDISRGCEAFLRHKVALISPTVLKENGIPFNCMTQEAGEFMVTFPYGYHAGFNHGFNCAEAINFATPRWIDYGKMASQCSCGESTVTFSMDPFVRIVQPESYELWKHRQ
Numbers without * were called inactive; i = inactive; ? = inconclusive; · = no result given; [ ] = dose if it differs, or a comment. Unless noted, calls follow the shape of the dose curve; as a rule, active = well fitted curve in the direction sought with a large enough effect; inconclusive = small, poorly fitted or top-dose-only effect, or another doubt; inactive = no such curve, though single readings can be large; an effect the other way counts as inactive or inconclusive. Potency is read from the fitted curve at half-maximal effect. A portion of the library. The share of hits here may be higher or lower than overall.

SMILES	TR SRC2 fluor cs	GoLoco inh red	TRb SRC2 PPI	ALDH1A1 inh	Lamin A splicing	RECQ1 inh	SMN2 splice enh	KDM4E inh
CS(=O)(=O)N(CC(N)=O)Cc1ccc(Cl)cc1	0%	9%	-15%	3%	12%	-7%	?	-3%
CCOC(=O)c1c(C)nc(SC)c(C#N)c1-c1ccccc1	0%	-15%	-3%	?	-1%	-2%	12%	-4%
CCOC(=O)c1oc2ccccc2c1CN1CCCCC1	-2%	10%	-4%	-4%	·	i	5%	?
O=C(C1CCN(S(=O)(=O)c2cccc3cccnc23)CC1)N1CC=C(c2ccccc2)CC1	-2%	3%	-1%	?	-6%	-7%	-24%	0%
CC(C)(C)CC(=O)Nc1ccccc1N1CCN(c2ccccc2)CC1	-3%	2%	-7%	?	·	i	-37%[inhibitor]	3%
CCCC[C@@H]1C[C@H]1C(NC(=O)c1ccc(-c2ccccc2)cc1)c1ccc(-c2ccccc2)cc1 (stereo partly drawn)	1%	-2%	1%	7%	·	-1%	-3%	7%
O=C(C(=O)N1CCc2ccccc2C1)c1cn(CC(=O)N2CCCC2)c2ccccc12	-2%	6%	-12%	6%	-11%	-4%	19%	1%
Cc1ccc(SCCC(=O)NCCSCc2ccccc2C)cc1	-4%	·	4%	?	?	i	·	?
CC1CCN(c2nnc(NC(=O)Cn3c(=O)oc4ccccc43)s2)CC1	-5%	-4%	-2%	8%	12%	-7%	-5%	0%
CCC(C)(C)NC(=O)c1cc(C(=O)OC)cc([N+](=O)[O-])c1	-3%	2%	2%	6%	6%	-9%	11%	5%
Cc1cc(SCC#N)nc2ccccc12	0%	5%	-9%	9%	·	-6%	2%	-5%
Cc1ccc(N(C)C(=O)c2ccc3c(Cl)c4c(nc3c2)CCC4)cc1C	-2%	6%	4%	?	?	-9%	-7%	1%
CC(=O)Nc1c(F)cc(Br)cc1F	1%	-3%	4%	-1%	·	7%	·	5%
CCN(CC)C(=O)CSc1nc2c(sc(=S)n2Cc2ccco2)c(=O)n1-c1ccccc1	0%	-5%	2%	6.3µM*	16%	-2%	3%	10%
COC(=O)c1cccc(NC(=S)NCc2ccco2)c1	0%	5%	-5%	?	-13%[46 µM]	i	-6%	-5%
CCc1cc2c(SCC(=O)c3ccccc3)ncnc2s1	-1%	32%[activator]	9%	?	-16%	2%	8.9µM*	5%
Cc1c(C(=O)NCc2ccccc2)oc2ccc(S(=O)(=O)N3CCCC3)cc12	1%	7%	8%	?	-4%	-6%	-2%	2%
CC(NC(=O)NC1CCCCC1)C(c1cccs1)N1CCN(C)CC1 (stereo not drawn)	-2%	1%	-9%	6%	-9%	-10%	-9%	0%
COc1cc(C(=O)Nc2ccc3c(c2)Cc2ccccc2-3)cc(OC)c1OC	-1%	-9%	-3%	9%	?	-1%	25%	1%
Nc1c(S(=O)(=O)c2ccccc2)cnc2c(-c3ccc(F)cc3)cnn12	-2%	-8%	-2%	?	?	0%	-16%	-18%
CC(C)COc1cc(=O)[nH]c(SCC(C)C)n1	1%	-4%	-2%	3%	12%	i	-15%	0%
Cc1ccc(C(=O)Oc2coc(CSc3nnc(NC(=O)c4cccs4)s3)cc2=O)cc1C	-1%	59%[activator]	-8%	?	11%	-11%	6%	-3%
C=CCOc1ccc(/C=C2\SC(=Nc3cccnc3)NC2=O)cc1	17%	113%[activator]	16%	·	·	-12%	·	?
O=C(O)c1ccc2c(=O)n3cc(C(=O)c4ccccc4O)cc(Cl)c3nc2c1	-3%	4%	-2%	·	·	13%	·	3%
O=C(Nc1ccc2nn(-c3ccccc3)nc2c1)c1ccc2c(c1)OCO2	-3%	19%	-4%	?	29%	-2%	4%	?
Later entries.
SMILES	TR SRC2 fluor cs	GoLoco inh red	TRb SRC2 PPI	ALDH1A1 inh	Lamin A splicing	RECQ1 inh	SMN2 splice enh	KDM4E inh
O=C(CCC(=O)N(CC(=O)NC1CCCCC1)CC1CCCO1)Nc1nccs1 (stereo not drawn)	-1%	5%	3%	9%	1%[46 µM]	-2%	·	7%
COc1ccc(OC)c(/C=N/N=C(\N)c2nonc2N)c1	-6%	2%	3%	·	·	14%	·	2%
O=C(NC(=S)Nc1ccc2c(c1)OCCO2)c1ccccc1F	-1%	8%	5%	?	11%[46 µM]	5%	?	-19%
Cc1ccc(-c2ccc(C3C(C#N)=C(N)Oc4n[nH]c(C)c43)o2)cc1 (stereo not drawn)	-11%	-3%	-4%	?	?	14µM*	-19%	?
Cc1ccc(C(=O)CSc2nnc(COc3cccc(C)c3)o2)cc1	-2%	1%	-15%	?	?	i	?	-2%
CC1=CS(=O)(=O)CC1SC(=S)N(C)C1CCS(=O)(=O)C1 (stereo not drawn)	0%	5%	-10%	-2%	-4%[46 µM]	i	1%	10%
Cc1cc(NC(=O)/C=C/c2ccccc2Cl)n(-c2nc3ccccc3[nH]2)n1	-4%	12%	4%	9%	-10%	-5%	11µM*	?
COc1ccc2[nH]c(=O)c(-c3noc(-c4ccccc4)n3)cc2c1	2%	21%	-15%	?	?	-9%	-18%	4%
COC(=O)c1ccccc1NC(=O)COC(=O)c1ccc(C)c(NC(=O)c2ccco2)c1	-1%	6%	-4%	?	-12%	-4%	-4%	?
CNc1nc(-c2ccc3c(c2)CCN3S(=O)(=O)c2ccccc2)c(C)s1	-1%	8%	0%	8.9µM*	?	?	·	-10%
CCNc1cc(=O)n(C)c(=O)n1C	1%	1%	3%	-3%	4%	13%	17%	7%
O=C(Nc1nncs1)c1cccnc1Cl	-1%	2%	-2%	-1%	4%	-2%	-7%	-2%
N#Cc1nc(Cc2ccccc2)oc1N1CCC(C(N)=O)CC1	0%	10%	4%	5%	2%	i	4%	1%
CC1(C)CC2CC(C)(CN2C(=O)COC(=O)Cn2[nH]c(=O)c3ccccc3c2=O)C1 (stereo not drawn)	0%	-1%	1%	-1%	6%	-3%	-6%	-1%
CC(=O)N1CCc2cc(S(=O)(=O)NCCC(=O)Nc3cccc(C)c3)ccc21	0%	-6%	0%	-3%	-6%	-3%	·	3%
Cc1cccn2c(=O)c3cc(C(=O)NCCN4CCOCC4)c(=N)n(CCc4ccccc4)c3nc12	-1%	15%	-14%	?	-6%	-1%	-50%[inhibitor]	?
O=C(CSc1nnc(-c2ccccn2)o1)Nc1ccccc1	3%	4%	-3%	-3%	-2%[46 µM]	i	11µM*	-16%
COC(=O)c1nc2cc(C)ccn2c1F	-1%	-1%	-1%	?	-2%	12%	?	?
COc1ccccc1NC(=O)CN(Cc1ccccc1)S(C)(=O)=O	0%	-8%	-1%	?	-4%	0%	-1%	14%
CC(C)N(CCCNC(=O)C1CCN(S(=O)(=O)N2CCOCC2)CC1)Cc1ccccc1	0%	6%	4%	4%	12%	-3%	17%	-10%
Cc1cc(-c2ccccc2)n(-c2cc(N/N=C/c3ccccc3O)ncn2)n1	-3%	5%	2%	9%	?	-6%	-94%[inhibitor]	?
CCOC(=O)N1C2=NC(C(=O)OC)=C(C(=O)OC)[C@@H]3N(C)c4ccccc4[C@]23C[C@H]1C(=O)OC	1%[11.2 µM]	-2%[14.2 µM]	3%[11.2 µM]	3%[13.5 µM]	8%[9.22 µM]	-6%[11.5 µM]	-6%[9.22 µM]	-2%[11.4 µM]
CC(=O)C1=NN(c2ccccc2)C(c2cccs2)N1c1ccccc1 (stereo not drawn)	2%	2%	2%	?	3%	-17%	-7%	?
COC(C[C@@H]1O[C@H]1[C@@H](O)[C@@H](C)OCc1ccccc1)OC	-2%	6%	2%	·	·	i	·	-1%
CCOc1ccccc1NC(=O)Cn1cnc2c(nnn2-c2cccc(OC)c2)c1=O	-6%	6%	1%	20%	-2%	-5%	-8%	?
Other results.
SMILES	TR SRC2 fluor cs	GoLoco inh red	TRb SRC2 PPI	ALDH1A1 inh	Lamin A splicing	RECQ1 inh	SMN2 splice enh	KDM4E inh
CSC1=NSC2=NC(=O)/C(=C\c3coc4ccccc4c3=O)C(=N)N12	-17%	29%	21%	?	-22%	-3%	0%	?
Nc1nc(COc2ccc(F)cc2Cl)nc(N2CCCCC2)n1	-1%	-4%	-2%	-6%	20%[9.22 µM]	-5%	-17%	0%
CCOC(=O)c1cc(-c2cccc(C(F)(F)F)c2)nc2nc(SC)[nH]c(=O)c12	-4%	8%	3%	?	-3%	1%	5%	?
CCO[C@@H]1OC(C(=O)N2CCCCCCC2)=C[C@H](c2ccc3c(c2)OCO3)[C@H]1CCCO	-2%	-1%	-5%	-4%	·	-12%	·	1%
CCCCNC(=O)c1onc(CSc2cccc(F)c2)c1C(=O)O	-4%	-10%	-9%	8%	12%[0.0737 µM]	-16%	9%	3%
O=c1c2ccccc2cnn1-c1ccc(Br)cc1	0%	-6%	-2%	0%	?	-14%	2.8µM*	-3%
CCN(CC)c1ncnc2sc(C(=O)N3CCN(c4ccc(OC)cc4)CC3)c(C)c12	-1%	-10%	0%	12%	?	4%	-15%	10%
CCOC(=O)N1CCN(c2c(NCCc3ccccc3)c(=O)c2=O)CC1	1%	-2%	2%	-1%	0%	-6%	5%	13%
CCOc1cccc(C2C(C(=O)c3cccs3)=C(O)C(=O)N2Cc2cccnc2)c1 (stereo not drawn)	4%	19%	-5%	-30%	13%[46 µM]	13%	·	-1%
Cc1ccc(N2C(=O)[C@@H]3C(c4cccnc4)=NO[C@@H]3C2=O)c(C)c1	0%	-1%	-7%	·	·	-5%	·	1%
CCN1C(=O)CC(N2CCOCC2)C1=O (stereo not drawn)	-4%	1%	-3%	3%	8%	-2%	18%	5%
O=C(CSc1nnc(Cc2ccc(Cl)cc2)o1)Nc1ccccc1	-4%	-4%	-2%	?	-17%[46 µM]	i	7%	5%
O=C(NCc1ccco1)c1cccc(N2CCCC2=O)c1	3%	5%	0%	3%	9%	-1%	7%	-8%
C/C(N)=C(/C#N)C(=O)CSc1nc2ccccc2n1CC(C)C	-2%	-5%	-1%	3%	·	-5%	18%	-6%
O=Cc1ccccc1C=O	40µM*[quencher]	6%	?	·	?	·	·	·

Assay outcomes (PubChem)
